From PubChem
PKA-R2B activ – activators of PKA-R2B holoenzyme, primary screen, biochemical, fluorescence polarization, Cy5-IP20, human; cAMP-dependent protein kinase catalytic subunit beta (Homo sapiens) + cAMP-dependent …; PKA-R2B holoenzyme dissociation; R2B truncated from residue 108, S112A mutant; 0% DMSO only, 100% 113 µM cGMP; activation, % at 11.4 µM; actives 0.079% (n = 340,000);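 active = activation above a cutoff set at the mean over all compounds plus 3 SD, cut at about 18% in these data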;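 also: higher means more holoenzyme dissociation and a rise in polarization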
Target sequence (P31323 whole entry, looked up, other chains not shown, the tested form may be a part): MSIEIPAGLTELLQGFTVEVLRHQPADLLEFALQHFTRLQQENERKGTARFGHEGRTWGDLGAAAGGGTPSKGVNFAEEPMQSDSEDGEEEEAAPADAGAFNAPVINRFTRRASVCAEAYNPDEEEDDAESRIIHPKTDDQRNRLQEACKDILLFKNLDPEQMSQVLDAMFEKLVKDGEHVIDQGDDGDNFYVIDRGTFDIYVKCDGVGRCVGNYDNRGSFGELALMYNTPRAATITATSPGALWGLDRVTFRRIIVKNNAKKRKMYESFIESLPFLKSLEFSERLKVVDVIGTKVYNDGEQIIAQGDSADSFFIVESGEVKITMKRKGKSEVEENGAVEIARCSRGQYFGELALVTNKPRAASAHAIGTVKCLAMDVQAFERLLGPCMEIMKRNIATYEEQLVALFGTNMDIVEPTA
AddAB inh – growth inhibition of E. coli expressing H. pylori AddAB, primary screen, AddAB inhibitor project, absorbance; inhibition, % at 11.9 µM; actives 0.29% (n = 330,000); in the data active = inhibition above about 12%;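 also: 0% = vehicle wells of infected cells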
PKA-R1A activ – activators of PKA-R1A holoenzyme, primary screen, biochemical, fluorescence polarization, Cy5-IP20, bovine R1A, mouse PKAc. actives 0.083% (n = 340,000). PKA-R1A dissociation; scaled: DMSO 0%, 113 µM cGMP 100%. activation, % at 11.4 µM. cAMP-dependent protein kinase type I-alpha regulatory subunit (Bos taurus) + …;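 active = percent activation above the mean of all tested compounds plus 3 SD, cut at about 19% in these data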;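 also: higher means more PKAc released from R1A so a rise in polarization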
SUMO Mot1 rescue – yeast Mot1-301 growth rescue at high temperature, primary screen, SUMOylation pathway inhibitor project, S. cerevisiae, ATP luminescence, 38.5C | S. cerevisiae Mot1-301 growth rescue; percent above DMSO median, 100 means doubled | AID 2716, 2010 | growth rescue, % at 18.8 µM | actives 1% (n = 320,000);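 active = every valid replicate shows activation above 250% relative to neutral control wells; inactive = the rest, any valid replicate at or below 250%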;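 also: OY570 slx delta 5 strain wells were the positive control but not used for scaling; some compounds called inactive have numbers as strong as hits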
phage Ecoli inh – growth loss of phage-infected E. coli, primary screen, RecBCD inhibitor project, absorbance, with phage, HTS; inhibition, % at 11.9 µM; actives 0.26% (n = 360,000); in the data active = inhibition above about 11%
OPRM1-OPRD1 inv – inverse agonists of MOR-DOR heterodimerization, primary screen, cell-based, luminescence. Mu-type opioid receptor (Homo sapiens) + Delta-type opioid receptor (Homo sapiens), …. cell-based MOR-DOR heterodimer luminescence, inverse agonism. inhibition, % at 9.3 µM. actives 0.21% (n = 340,000). AID 504357, 2011; in the data active = inhibition above about 22%, passing the limit was not always enough;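 also: 0% = cells with DMSO and 100% = wells without cells with DMSO; values of inactives mirror those of a sister screen read the other way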
MOR-DOR ag – agonists of OPRM1-OPRD1 heterodimerization, primary screen, cell-based, luminescence | actives 0.3% (n = 340,000) | activation, % at 9.3 µM | cells | AID 504326, 2011; in the data active = activation above about 18%;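 also: 0% = vehicle-treated cells and 100% = reference agonist; values of inactives mirror those of a sister screen read the other way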
E coli growth – E. coli V3065 growth inhibition, primary screen, counter-screen for AddAB inhibitor project, absorbance, OD600 | 18 h | inhibition, % at 11.9 µM | actives 0.27% (n = 330,000);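 active = inhibition above the campaign's mean inhibition across all tested compounds plus 3 SD, cut at about 9.9% in these data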;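 also: uninfected addAB+ strain grown without phage in ampicillin broth; 0% = DMSO wells and 100% = ciprofloxacin 0.95 µg/ml wells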
Tat transport – E. coli Tat export inhibitors, primary screen, MC4100, TorA-mCherry reporter, fluorescence, single point. actives 0.036% (n = 340,000). inhibition, % at 10 µM;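 active = mean replicate inhibition at least 50% and at least half of replicates individually reaching 50%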;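 also: exported cargo escapes ClpAP degradation while cytoplasmic cargo is degraded and loses fluorescence; 0% = median of neutral control wells and 100% = median of NaSCN control wells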
PfHsp90 yeast 2 – growth inhibition of PfHsp90-expressing yeast, primary screen, antimalarial PfHsp90 inhibitor project, S. cerevisiae, BacTiter-Glo luminescence, single point, set 2. BacTiter-Glo ATP, 48 h; yeast lacking PDR1 and PDR3 efflux regulators. inhibition, % at 9.4 µM. actives 0.32% (n = 310,000). AID 504621, 2011;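 active = every replicate shows inhibition above about 80%, whatever the replicate mean, limit read from the data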;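 also: 0% = DMSO neutral controls and 100% = 20 µM radicicol positive controls; yeast relying on Plasmodium falciparum Hsp90 in place of its own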
HTR5A inv ag – HTR5A inverse agonists in luminescence cell assay, primary screen, counter-screen for OPRM1-OPRD1 heterodimer inverse agonist project, full-deck HTS; 5-hydroxytryptamine receptor 5A (Homo sapiens), P47898; HTR5A cell line, inverse agonism; inhibition, % at 9.3 µM; actives 0.083% (n = 340,000); AID 504634, 2011; in the data active = inhibition mostly above about 23%, no sharp cut-off; inactive = mostly below about 18%;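 also: 0% = cells with DMSO and 100% = no-cell wells with DMSO; some compounds called inactive have numbers as strong as hits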
Target sequence (P47898 whole entry, looked up): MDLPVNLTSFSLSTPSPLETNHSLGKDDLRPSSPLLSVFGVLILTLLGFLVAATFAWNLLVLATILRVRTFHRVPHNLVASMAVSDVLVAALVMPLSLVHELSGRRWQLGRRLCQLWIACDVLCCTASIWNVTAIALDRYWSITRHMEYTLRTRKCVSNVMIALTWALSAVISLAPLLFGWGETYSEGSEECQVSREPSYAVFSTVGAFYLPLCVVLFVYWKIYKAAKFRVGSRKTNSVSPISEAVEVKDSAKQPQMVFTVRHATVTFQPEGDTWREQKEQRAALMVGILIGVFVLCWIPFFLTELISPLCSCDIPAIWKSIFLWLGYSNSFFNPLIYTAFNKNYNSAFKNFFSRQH
Active calls of the source: *; / = not tested or not shown. Outcome played no part in choosing rows. Share with any hit: about 2.2%.

SMILES	PKA-R2B activ	AddAB inh	PKA-R1A activ	SUMO Mot1 rescue	phage Ecoli inh	OPRM1-OPRD1 inv	MOR-DOR ag	E coli growth	Tat transport	PfHsp90 yeast 2	HTR5A inv ag
O=C(Nc1ccnn1C1CCN(CC2CC=CCC2)CC1)c1ccccc1 (stereo not given)	-4.8	/	-8.3	/	-0.1	8.8	-1.8	/	1.4	6.4	0.1
c1ccc(COc2cncc(-c3cccnc3)c2)cc1	-12.2	2.0	-9.0	-10.0	3.3	7.9	-1.4	1.8	0.1	1.5	-11.0
Cc1ccc(NC(=O)c2ccc(CNc3c(N4CCOCC4)c(=O)c3=O)cc2)cc1	-4.9	0.6	3.4	1.3	-1.6	13.8	-2.7	0.4	-0.7	-22.3	-13.6
Cn1nc(C(F)(F)F)c(-c2ccc(Br)cc2)c1NC(=O)C1CCC1C(=O)O (stereo not given)	/	2.7	/	-11.1	0.6	/	/	-1.0	-3.6	2.6	/
Cc1cc(C(C)(C)C)ccc1OCCn1ccnc1	4.3	-2.0	7.5	77.3	-3.6	8.5	-1.4	-3.1	-1.1	3.9	8.3
O=C(COC(=O)[C@@H]1CCCN1C(=O)c1cccs1)NCCc1ccccc1	-2.3	0.0	-4.6	-10.9	3.8	8.6	-2.0	1.6	-0.3	5.8	-5.4
Cc1cc(C)c2ccc3c(C)c(C)nc3c2[nH]1	3.7	0.8	1.2	-13.5	4.3	-7.2	1.5	1.1	-0.8	-6.9	30.2
O=C(CN1C(=O)CC(c2ccccc2)=Nc2ccccc21)NCc1ccccc1	7.6	1.1	-16.8	4.0	1.6	11.0	-1.8	0.6	-3.3	7.1	6.2
CC(=O)c1cccc(NC(=S)N2CCN(S(=O)(=O)c3ccccc3)CC2)c1	-1.1	/	-6.2	1.6	1.5	-1.9	0.4	/	-9.6	-4.9	-9.0
O=C(CNc1cccc([N+](=O)[O-])c1)NC(=O)NC1CCCCC1	-14.3	0.0	6.2	30.3	3.6	-26.4	5.1	2.1	5.7	-9.4	7.1
Cc1cccc(NC(=O)c2cnn(-c3ccc(F)cc3)c2C2CCNCC2)c1C	5.1	1.5	2.6	-1.4	2.7	4.1	-0.9	-2.5	7.5	7.3	28.6
CCOC(=O)c1sc(NC(=O)COC(=O)CNC(=O)c2ccco2)c(C(=O)OCC)c1C	-8.6	3.3	8.4	-5.2	0.9	-9.6	1.9	-0.5	-5.4	-8.0	-38.9
O=C(Nc1ccncc1)c1cccc(S(=O)(=O)N2CCN(c3ccc(F)cc3)CC2)c1	8.1	2.5	0.8	-7.8	1.7	-8.7	1.3	-1.6	1.9	-3.5	13.1
O=C(NCc1cc2ccccc2[nH]1)C1CCC(=O)N(CCCN2CCCC2=O)C1 (stereo not given)	-0.4	2.0	4.4	-5.7	4.4	2.2	-0.4	1.0	-4.6	-20.8	3.8
COc1ccc(NC(=O)CC(=O)Nc2ccc(OC)cc2OC)c(OC)c1	7.6	5.0	12.4	-15.8	1.7	-4.9	0.9	0.2	1.1	/	12.8
CC(C)C(=O)Nc1ccc2c(c1)nc(CCN1CCN(c3ccccn3)CC1)n2C	7.5	/	-0.3	-7.6	0.6	7.9	-1.8	/	-12.8	-3.9	17.1
CSCCC(NC(N)=O)C(=O)NCc1ccc(Cl)cc1 (stereo not given)	1.5	0.4	0.6	-2.3	3.6	9.3	-1.7	-1.1	-8.3	-7.7	-4.3
O=C(NC(CO)Cc1ccccc1)c1ccccc1 (stereo not given)	-5.0	2.0	0.0	9.7	1.8	5.6	-1.0	-2.2	-5.4	9.0	-7.0
COc1ccc(OC)c(NC(=O)CCc2nnc3ccc(N4CCC(C)CC4)nn23)c1	7.2	1.2	1.0	7.1	-2.2	8.8	-1.7	1.6	-1.9	2.3	-7.8
Cc1cc2cc(C)c3nnc(SCC(=O)NCc4ccc5c(c4)OCO5)n3c2cc1C	-2.6	0.2	4.3	-11.0	1.9	2.5	-0.6	2.3	-6.4	19.5	12.4
COc1ccc(CC(=O)NCc2nnc(SCC(=O)Nc3ccc(OC)cc3)n2C)cc1	9.9	0.9	2.1	-5.4	4.0	7.5	-1.1	0.8	-5.2	-19.2	17.3
O=C(O)CC1CCCC(c2ccccc2)C1=O (stereo not given)	0.2	2.0	-5.1	-11.2	2.0	3.8	-0.7	0.0	-6.9	/	17.9
CCCOc1cccc(C(=O)NC(=S)Nc2cccc(C(F)(F)F)c2)c1	12.2	0.8	0.3	-17.5	4.3	1.9	-0.3	0.2	5.6	-8.1	-11.4
COc1ccc(NS(=O)(=O)c2cccc(C(=O)N/N=C/c3ccccc3OC)c2)cc1	-5.9	/	-4.3	/	2.9	2.6	-0.4	/	-13.1	-1.2	25.9
CCS(=O)(=O)n1nc(-c2ccc(OC)cc2)nc1SC	-1.4	0.0	-9.6	8.7	1.4	-4.4	0.7	-0.2	4.8	1.9	2.0
COc1ccc(CNS(=O)(=O)c2ccc(Br)s2)cc1	1.7	-3.9	6.1	184.7	0.7	-0.6	0.1	-1.0	-13.7	-15.9	7.1
CCCCN(CC(=O)NCc1ccc(F)cc1)C(=O)c1ccco1	4.4	-0.8	-14.2	19.1	3.5	11.2	-2.0	1.2	-2.2	-31.7	10.8
CCn1c(SCC(=O)N2CCCc3ccccc32)nnc1-c1c[nH]c2ccccc12	-5.2	3.5	-7.1	-5.3	-1.0	19.5	-3.5	0.2	4.5	1.3	-32.6
C=C(Cl)COc1ccc2c(CCCC)cc(=O)oc2c1	-1.0	2.1	3.1	179.1	4.0	-11.0	2.2	-0.5	7.9	-25.5	-3.2
CCOc1ccc(CCNC(=O)CCNS(=O)(=O)c2ccc3c(c2)CCN3C(C)=O)cc1OCC	0.5	0.8	6.2	52.1	5.4	12.3	-2.4	-0.6	-1.2	-26.5	18.2

2 compounds picked at random from the list so far, as already listed:
SMILES	PKA-R2B activ	AddAB inh	PKA-R1A activ	SUMO Mot1 rescue	phage Ecoli inh	OPRM1-OPRD1 inv	MOR-DOR ag	E coli growth	Tat transport	PfHsp90 yeast 2	HTR5A inv ag
Cc1cccc(NC(=O)c2cnn(-c3ccc(F)cc3)c2C2CCNCC2)c1C	5.1	1.5	2.6	-1.4	2.7	4.1	-0.9	-2.5	7.5	7.3	28.6
CCOC(=O)c1sc(NC(=O)COC(=O)CNC(=O)c2ccco2)c(C(=O)OCC)c1C	-8.6	3.3	8.4	-5.2	0.9	-9.6	1.9	-0.5	-5.4	-8.0	-38.9

Later entries:
SMILES	PKA-R2B activ	AddAB inh	PKA-R1A activ	SUMO Mot1 rescue	phage Ecoli inh	OPRM1-OPRD1 inv	MOR-DOR ag	E coli growth	Tat transport	PfHsp90 yeast 2	HTR5A inv ag
COc1cc(OC)cc(C(=O)OCC(=O)Nc2ccc(F)cc2F)c1	-9.5	0.2	-11.0	-0.8	-0.9	-13.1	2.9	-1.3	-1.0	0.3	-8.5
C[C@@H]1CN([C@H](C)CO)C(=O)c2cc(NC(=O)Cc3ccccc3)ccc2O[C@H]1CN(C)Cc1ccc(Oc2ccccc2)cc1	-2.7	0.4	-6.9	3.4	-0.5	6.7	-1.2	-3.2	15.1	-13.5	-3.5
Cc1cc(C)c(C#N)c(SCc2nc3ccccc3[nH]2)n1	5.0	0.1	1.6	11.5	4.0	12.4	-2.5	-1.4	6.3	11.7	3.8
O=C(Cn1c(N2CCN(c3ccccc3)CC2)nc2ccccc21)c1ccccc1	-1.4	1.2	-3.8	-2.1	0.2	9.8	-2.4	-1.0	-5.4	-9.4	3.4
CCOC(=O)Cn1c(-c2nonc2NC(=O)c2ccccc2F)nc2ccccc21	-4.1	1.9	-20.4	-6.8	1.3	7.2	-1.1	-0.1	-2.1	3.0	-19.2
NS(=O)(=O)c1ccc(CCNC(=O)C2CCCO2)cc1 (stereo not given)	-14.5	/	-5.4	16.6	1.3	3.6	-0.7	/	8.2	-3.3	0.0
CCN(CC(=O)Nc1c(F)cccc1F)C(=O)c1ccccn1	-3.5	2.8	-4.5	1.1	-0.1	15.4	-4.0	0.5	5.8	-4.9	-7.6
CCOP(=O)(OCC)c1nc(Cc2ccccc2)oc1NCc1ccccc1	6.1	0.2	-2.5	7.6	-0.1	4.1	-0.8	-1.1	2.6	36.6	8.5
Cc1ccccc1OCC(=O)OCC(=O)NCC1CCCCC1	-3.7	1.9	-5.1	4.5	4.4	-1.6	0.4	1.9	-2.1	-8.2	8.5
COc1ccc(CCNC(=O)c2ccc(N(C)S(=O)(=O)c3ccccc3)cc2)cc1	-10.8	0.7	-3.0	-5.4	1.1	8.2	-1.6	-2.3	2.8	13.6	-4.3
CCOC(=O)C(NC(=O)c1ccccc1OCC)(Nc1ncccn1)C(F)(F)F (stereo not given)	-0.9	0.9	-19.7	-8.4	2.5	18.8	-4.5	-0.6	-12.9	-11.3	-18.1
Cc1ccc(C(=O)NCCC(=O)NCc2ccco2)cc1	2.2	2.1	6.0	-8.0	2.6	18.7	-3.5	-2.5	1.9	-22.8	-18.0
O=C(C1COc2ccccc2O1)N1CCCC1 (stereo not given)	2.4	-1.6	-10.8	7.4	2.7	14.1	-3.0	0.7	-7.2	-3.6	12.3
Cc1ccc(-c2csc(NC(=O)/C=C/c3cccs3)n2)cc1C	-6.0	1.3	-7.7	1.0	2.2	-1.5	0.3	-3.0	-3.9	-11.5	-21.2
CSc1ncc(C(=O)Nc2ccccc2)cn1	-9.3	/	-9.2	22.4	0.9	15.2	-3.3	/	-3.2	8.6	-8.0
COc1ccccc1NC(=O)CSc1nnc(CC(=O)Nc2ccccc2)n1C	-10.8	0.9	-1.3	3.6	1.6	-7.2	1.3	0.4	3.6	/	-12.6
Cc1cccc2cc3c(NC(=O)CC(C)C)nn(C)c3nc12	-15.4	-1.0	-0.7	-11.2	1.6	6.5	-1.1	-1.9	-8.6	3.7	-0.1
O=C(CN(C(=O)c1csnn1)c1cccc2ccccc12)NC1CCCC1	0.3	-4.0	-2.1	-6.2	3.0	6.3	-1.1	-1.2	-24.7	8.4	8.3
O/C(=C\Sc1nnc(Cc2ccccc2)o1)c1ccc(F)cc1	-1.6	0.2	-15.8	19.1	-0.6	12.7	-2.2	-0.9	-7.0	16.1	-1.2
CCOc1cc(C)c(-c2onc(C(F)(F)F)c2-c2csc(C)n2)c(O)c1	-7.2	2.0	-12.1	-17.9	2.6	-76.7	14.1	-1.2	8.7	10.5	-27.1
CC(C)NC(=O)C1CCN(C(=O)N(C)C)CC1	1.9	-0.2	2.5	-5.5	-1.6	9.5	-1.7	-1.4	-3.6	9.7	3.5
